# From PubChem
# TCR activator = T cell receptor activation | primary human leukocytes, anti-CD3, IL-2 HTRF, 48 h | Potency, µM (series often up to 9.22 µM), without a hit: at the top dose activation of IL-2 secretion, actives largely listed as activators | 330,000 tested, under 10 active; note: % of control where 0% means no effect
#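 Activity was scored as IL-2 release from primary human leukocytes given only a TCR signal (a-CD3 beads) plus compound for 48 hr. Detection used a two-antibody HTRF format read at 665nm.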
# Mito fusion yeast = blocks mitochondrial division or promotes mitochondrial fusion; S. cerevisiae fusion-defective mutant growth rescue, CellTiterGlo 48 h; Potency, µM (top dose mostly 46.1 µM), without a hit: at the highest dose growth rescue (activation), usual class: activators; 320,000 compounds, 0.23% hits;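 note: potency is the fitted concentration of half-maximal effect; % of control where 0% means no effect; nearly all actives have a fitted effect of over 45% in size; temperature-sensitive fusion mutants such as fzo1-1 at 37 °C on non-fermentable ethanol glycerol medium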
#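 Luminescent cell viability in 1536-well qHTS format served as the measure of rescued growth in ts fusion-mutant S. cerevisiae cultured on non-fermentable YPEG for 48 hours at 37C.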
# S-ASM inh = blocks human secretory acid sphingomyelinase | P17405 | placental ASM, HMU-PC fluorogenic substrate, 60 min | Potency, µM (highest dose often 57.5 µM), for the others: top-dose activity change, negative = inhibition, actives largely listed as inhibitors | 340,000 compounds, 0.006% hits | AID 504937; note: potency is the fitted concentration of half-maximal effect
#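 Steps: dispense placental human ASM, pin compound, wait 10 min at room temperature, add HMU-PC0 substrate at 9 uM final, incubate 60 min at 37 °C, add stop solution raising pH to 10, read fluorescence.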
# Chronic BCR inh = chronic active BCR signaling inhibition; ABC-DLBCL IkBa-CBG/CBR reporter, luminescence ratio, 4 h; Potency, µM (doses to about 46.1 µM), inactives show top-dose ratio change, negative = lower green/red ratio, usual class: inhibitors; 340,000 compounds, 0.05% hits; active = well fitted inhibition curve with a large enough effect in the signal ratio, with a control signal flat, not every such curve was filed as active; inconclusive = small, poorly fitted or top-dose-only effect, or effect the other way, or a change in a side signal; the % refers to the signal ratio;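 note: potency is the fitted concentration of half-maximal effect; plate controls were basal doxycycline-induced cells for no effect and cells given 10 µM MG132 for full effect; MG132 reads +100%, hits lower the ratio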
#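 TMD8 human ABC-DLBCL cells with doxycycline-inducible IκBα–green luciferase fusion and unfused red luciferase, in 0.5% FBS medium; compounds up to 46 uM, 4 h at 37C. Green/red luminescence ratio, filter-overlap corrected, fitted to concentration-response curves.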
# TSHR antagonist = blocks TSH signaling through the human TSH receptor; activity change, negative = inhibition, % at 11.5 µM; AID 504810; TSHR-expressing cells, TSH-stimulated cAMP HTRF, 2 h; active compounds read low; 330,000 compounds, 0.2% hits; P16473;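 active = activity change below a set negative limit, meaning inhibition stronger than a set level, cut at about -70% in these data; inconclusive = activity change between two set negative limits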; note: % is set by controls: 0 for no effect and ±100 for the full control effect
# Target sequence (P16473 whole entry, looked up): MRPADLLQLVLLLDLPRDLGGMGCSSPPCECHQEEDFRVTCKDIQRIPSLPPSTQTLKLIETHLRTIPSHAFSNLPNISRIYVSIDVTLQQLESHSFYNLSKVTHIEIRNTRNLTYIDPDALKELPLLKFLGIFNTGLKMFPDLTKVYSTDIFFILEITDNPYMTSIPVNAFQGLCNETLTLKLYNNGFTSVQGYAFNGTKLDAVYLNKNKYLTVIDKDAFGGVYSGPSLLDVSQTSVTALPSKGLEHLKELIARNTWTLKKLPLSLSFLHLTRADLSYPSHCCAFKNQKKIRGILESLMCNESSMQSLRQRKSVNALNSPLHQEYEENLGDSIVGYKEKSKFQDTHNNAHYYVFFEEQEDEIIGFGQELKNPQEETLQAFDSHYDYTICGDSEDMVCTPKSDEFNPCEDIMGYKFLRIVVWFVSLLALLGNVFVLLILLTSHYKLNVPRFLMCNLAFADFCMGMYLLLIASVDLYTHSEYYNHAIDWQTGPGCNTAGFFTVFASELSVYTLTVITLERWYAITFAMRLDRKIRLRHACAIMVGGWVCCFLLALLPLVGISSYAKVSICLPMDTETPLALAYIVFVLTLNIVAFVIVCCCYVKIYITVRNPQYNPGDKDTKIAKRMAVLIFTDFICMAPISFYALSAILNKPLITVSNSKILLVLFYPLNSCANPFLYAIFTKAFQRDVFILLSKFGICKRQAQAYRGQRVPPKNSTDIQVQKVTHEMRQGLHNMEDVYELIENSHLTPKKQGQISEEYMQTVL
#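 Cell-based HTRF cAMP assay; TSHR cells + compound, TSH EC80 (4nM final), 2 h, 37 deg C. Lysis with anti-cAMP cryptate and cAMP-d2, 30 min RT, read 665/620 nm.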
# ELG1 repair inh = ELG1-dependent DNA repair inhibition | HEK293T ELG1-luciferase reporter, luminescence, 16 h; DNA damage induced by 5-fluorouridine | Potency, µM (series often up to 46.1 µM), without a hit: at the highest dose activity change, negative = inhibition, usual class: inhibitors | 330,000 compounds, 2.3% hits; note: potency is the fitted concentration of half-maximal effect; % is set by controls: 0 for no effect and ±100 for the full control effect; nearly all actives have a fitted effect of over 55% in size
#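 Reporter activity after DNA damage by 5-fluorouridine is monitored. Compound-treated cells incubate 16 hr at 37 °C, then ONE-Glo is added for 30 min before luminescence reading.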
# a7 integrin act = integrin-mediated muscular dystrophy alleviation activation | alpha7betagal myoblasts, beta-gal FDG fluorescence, 48 h | Potency, µM (series often up to 38.3 µM), inactives show top-dose activation, hits mostly activators | 350,000 compounds, 0.064% hits | AID 624291;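 note: potency is the fitted concentration of half-maximal effect; 100% = response of the positive control SU9516; nearly all actives have a fitted effect of over 60% in size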
#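 Alpha7betagal+/- myoblasts (passage 13) were plated 16-24 hr, then exposed to compounds (1:260 dilution of DMSO stock) for 48 hours at 37C. After MPER lysis, β-galactosidase reporter activity was read as FDG fluorescence (ex 480/em 540) after 30 minutes.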
# A-T KAP1 phos = potential ataxia-telangiectasia treatments restoring KAP-1 phosphorylation. […] A-T fibroblasts, KAP-1 phosphorylation AlphaLISA; neocarzinostatin DNA damage 30 min before lysis. Potency, µM (titrated, usually from 57.5 µM), without a hit: at the highest dose activation, hits mostly activators. 320,000 compounds, 0.19% hits. AID 485349; note: potency is the fitted concentration of half-maximal effect; % of control where 0% means no effect; nearly all actives have a fitted effect of over 45% in size
#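 hTERT-immortalized A-T patient fibroblasts ([…]), 500 cells/well in OPTI-MEM, 1% FBS, got compounds for 60 min, then NCS for 30 min at 37C. Lysates were then assayed for phospho-KAP-1 by AlphaLISA (anti-pKAP1 donor, anti-KAP1 acceptor beads), 6 hr at 25C.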
# Eya2 phos inh = Eya2 (human) phosphatase inhibition; O00167; recombinant Eya2, OMFP fluorescence dephosphorylation (OMFP is methylfluorescein phosphate); Potency, µM (doses to about 76.9 µM), for inactives: at the highest dose activity, negative = inhibition, actives largely listed as inhibitors; 330,000 compounds, 0.006% hits; AID 488837; note: potency is the fitted concentration of half-maximal effect; % is set by controls: 0 for no effect and ±100 for the full control effect
#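 Eya2 (0.2 uM) preincubated 10 min at ambient with compound, then OMFP substrate added at 50 uM; 10 min reaction in 50 mM HEPES pH 7.5, 50 mM NaCl, 5 uM MgCl2, 0.05% BSA, 1 mM DTT. Fluorescence read at Ex 485/Em 525 nm.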
# TSG101-PTAP inh = blocks PTAP/TSG101 interaction to inhibit HIV-1 budding; Q99816; Fluorescence polarization, FITC-PTAP peptide / Tsg101 binding; 340,000 tested, under 10 active; Potency, µM (titrated, usually from 115 µM), for inactives: at the highest dose activity change, negative = inhibition, hits mostly inhibitors; active = well fitted inhibition curve with a large enough effect in the main read-out, with a control signal flat, not every such curve was filed as active; inconclusive = small, poorly fitted or top-dose-only effect, or effect the other way, or a change in a side signal; inactive = no such curve, though single readings can be large or run the other way; note: potency is the fitted concentration of half-maximal effect; % of control where 0% means no effect
#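 FP read-out: FITC-PTAP peptide, 50 nM final, binding Tsg101 binding domain, 10 uM final; 20 min, r.t.; 10 mM HEPES pH 7.5, 0.15 M NaCl, 0.01% Tween 20, 3 mM EDTA, 0.1 mM TCEP.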
# Tb PFK block = inhibitors of T. brucei phosphofructokinase. AID 485367. O15648. 330,000 compounds, 0.17% hits. Potency, µM (top dose mostly 57.5 µM), inactives show at the top dose activity, negative = inhibition, usual class: inhibitors. T. brucei PFK, ADP-Glo luminescence;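 note: potency is the fitted concentration of half-maximal effect; 0% = uninhibited 1x PFK enzyme wells and -100% = no-enzyme wells; nearly all actives have a fitted effect of over 60% in size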
#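 Compounds were pin-transferred as a titration series up to 57 uM into substrate buffer (0.5 mM F6P, 0.1 mM ATP, pH 8.0), then 1.25 nM PFK was added and reactions ran 45 min before ADP-Glo detection.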
# Starred values were filed as active, the others as inactive; ? = inconclusive; · = no result given; & = joins results of further samples; [ ] = another dose, or the depositor's remark. Unless noted, calls come from the whole dose curve; as a rule, active = well fitted curve in the direction sought with a large enough effect; inconclusive = small, poorly fitted or top-dose-only effect, or another doubt; inactive = no such curve, though single readings can be large; an effect the other way counts as inactive or inconclusive.
SMILES,TCR activator,Mito fusion yeast,S-ASM inh,Chronic BCR inh,TSHR antagonist,ELG1 repair inh,a7 integrin act,A-T KAP1 phos,Eya2 phos inh,TSG101-PTAP inh,Tb PFK block
COc1ccccc1CCN1CCCC(CN(C)CC(C)(C)CO)C1 (stereo not drawn),·,-2.8%,0.2%,-5.3%,2.8,-4.8%,-51.0%[inhibitor],4.0%,11.2%,-2.5%,0.2%
Cc1ccc(S(=O)(=O)CC(=O)Nc2ccc(Cl)cn2)cc1,1.1%,-11.5%,-1.9%,3.6%,6.7,-17.8%,10.4%,0.7%,5.1%,0.8%,-0.2%
Cn1c(CCNC(=O)C(C)(C)C)nc2ccccc21,-4.7%,-0.6%,0.7%,7.2%,-9.8,6.0%,17.9%,0.9%,-16.7%,-5.1%,-5.7%
CC(C)(C)c1ccc(/C=C/C(=O)NC2CCS(=O)(=O)C2)cc1 (stereo not drawn),-1.7%,2.7%,-2.9%,-17.4%,11.1,21.8%,9.5%,0.0%,-9.6%,-3.7%,-2.5%
CCC1CCCCN1C(=O)CSc1nnc2nc(C)cc(C)n12 (stereo not drawn),0.0%,2.0%,-1.9%,1.2%,-1.3,22.7%,15.2%,0.4%,?,1.0%,1.6%
CCCCCNC(=O)CN(c1ccc2c(c1)OCO2)S(C)(=O)=O,-3.8%,-0.9%,-0.6%,?,8.7,7.7%,11.9%,-2.6%,12.8%,-4.1%,-7.4%
CCOC(=O)CSc1nnc(CNc2nc(-c3ccccc3)cs2)n1C,-12.3%,-0.9%,-1.6%,13.5%,-1.6,0.0%,7.3%,0.3%,-9.6%,-7.0%,0.8%
O=C(C[n+]1cc(-c2ccc(F)cc2)n2c1CCC2)Nc1nc(-c2ccccc2)cs1,0.9%[46.1 µM],-11.3%,-6.1%,3.4%,4.0,25.2%,-16.2%,1.1%,-0.8%,-1.6%,-0.5%
COc1ccc(C(=O)N/N=C(\C)c2ccc(NC(=O)Cc3ccccc3)cc2)c(OC)c1,-0.9%,-0.3%,9.4%,-0.6%,0.8,?,25.1%,3.7%,-12.9%,-1.0%,-0.4%
COc1ccc(CN2C(CC(=O)Nc3cccnc3)c3ccc(C(F)(F)F)cc3S2(=O)=O)cc1 (stereo not drawn),1.2%[46.1 µM],·,-5.5%,-7.7%,-0.2,-8.1%,3.2%,8.7%,6.4%,-2.6%,1.7%
COc1ccccc1OCC(=O)N1CCN(C(=O)COc2ccccc2OC)CC1,-3.4%,4.2%,2.2%,-0.2%,4.3,6.0%,4.5%,-5.9%,4.5%,-0.2%,3.1%
O=C(C1CCN(S(=O)(=O)c2cccnc2)CC1)N1CCN(c2cccc(Cl)c2)CC1,4.1%,6.8%,-0.1%,-8.9%,-15.1,20.6µM*,-20.3%,16.6%,-14.3%,-3.1%,21.3µM*
O=C(N/N=C/c1ccc(OC2CSC2)cc1)c1ccc(CN2CCOCC2)cc1,0.2%,1.1%,-3.7%,-1.9%,3.0,?,1.1%,-5.5%,-2.9%,0.5%,-3.5%
Cc1c2n(c3ccccc13)CCC2=O,-6.8%,1.0%,111.3%[activator],-8.5%,2.7,13.1%,23.9%,27.3%,?,-4.3%,-3.4%
Cc1onc(-c2c(Cl)cccc2Cl)c1C(O)c1ccc(F)cc1 (stereo not drawn),3.4%,16.3%,-3.7%,0.5%,-25.0,-9.8%,-30.9%,-7.0%,-3.1%,-2.6%,0.1%
COc1ccc(-c2cnc3ccccc3n2)cc1NC(=O)CNC(=O)c1ccccc1,-1.2%,1.2%,·,4.2%,-7.2,?,-17.3%,3.6%,5.6%,-0.8%,-13.5%
Nc1ccccc1C(=O)NNC(=O)C(=O)/C=C(\O)c1ccccc1,1.2%,0.2%,6.4%,?,1.4,?,18.8%,1.7%,16.2%,-2.5%,0.9%
CC(=O)c1cccc(NC(=O)CNC(=O)c2cc3ccccc3o2)c1,6.0%,-1.3%,-0.3%,?,5.4,?,7.9%,8.0%,0.8%,-7.1%,0.2%
COc1ccc(Cn2c(-c3ccc(OC)cc3)nc3ccccc32)cc1,0.0%[46.1 µM],?,-0.2%,-11.3%,8.7,?,0.0%,5.2%,-4.4%,-2.2%,-2.2%
Fc1ccc(NC(=S)Nc2cccc3ccccc23)cc1,·,-9.6%,-1.1%,-0.8%,-9.9,?,-47.7%[inhibitor],-2.0%,?,-6.8%,-0.7%
O=C(Nc1ccc(S(=O)(=O)NCc2ccccc2)cc1)Nc1ccc2c(c1)OCO2,·,0.5%,-4.0%,?,-3.7,3.0%,28.7%,1.2%,4.7%,·,-9.2%
Cc1csc(SC(C)C(=O)Nc2ccc3c(c2)OCCO3)n1 (stereo not drawn),0.8%,-0.4%,-0.2%,?,-0.9,6.9%,3.4%,2.1%,-2.6%,-5.9%,-4.5%
NC(=O)C1CCN(c2nc(-c3ccc4c(c3)OCCO4)cs2)CC1,6.8%,1.5%,11.8%,?,-1.4&0.3,17.2%,·,0.0%&0.5%,-21.9%&-9.7%,-3.1%,-0.5%&-1.6%
O=S(=O)(c1ccccc1)N1CCC(c2ccccc2)CC1,2.4%,9.4%,0.3%,-2.5%,-16.5,0.8%,0.0%,23.5%,-33.7%,-1.7%,-0.1%
COc1ccc(C2=NN(C(C#N)c3ccc(OC)cc3)C(c3ccccc3)C2)cc1 (stereo not drawn),-2.7%[46.1 µM],21.9%,-2.8%,?,5.7,?,-16.8%,11.6%,-9.7%,0.0%,1.2%

# Look-ups from above.
# Under a7 integrin act, O=C(Nc1ccc(S(=O)(=O)NCc2ccccc2)cc1)Nc1ccc2c(c1)OCO2 is entered as 28.7%
# Under TCR activator, Cc1onc(-c2c(Cl)cccc2Cl)c1C(O)c1ccc(F)cc1 (stereo not drawn) is entered as 3.4%

# The listing continues.
SMILES,TCR activator,Mito fusion yeast,S-ASM inh,Chronic BCR inh,TSHR antagonist,ELG1 repair inh,a7 integrin act,A-T KAP1 phos,Eya2 phos inh,TSG101-PTAP inh,Tb PFK block
OCC1(CCc2ccccc2)CCCN(C/C=C/c2ccccc2)C1 (stereo not drawn),-5.4%,-10.2%,-0.5%,-2.4%,-8.0,-20.9%,-32.2%,3.3%,?,-4.5%,1.6%
c1cc(-c2ccncc2)ccn1,-4.0%[46.1 µM],-15.2%,1.7%,-26.6%,18.9,?,22.9%,1.6%,1.8%,0.9%,-5.2%
CCN1CCN(Cc2nc3c(c(=O)n(C)c(=O)n3C)n2CCc2ccccc2)CC1,-5.9%,-3.3%,7.0%,?,5.6,3.7%,16.6%,-3.0%,-3.9%,-2.9%,?
COc1ccccc1CN1C[C@@H]2C[C@@H](c3ccccc3C)N3CCC[C@@]23C1=O,5.8%,-10.5%,3.2%,4.4%,-1.5,10.8%,14.8%,2.1%,-2.9%,-4.3%,-0.3%
CS(=O)(=O)NN1C(=O)c2ccccc2NC1c1cccc2cccnc12 (stereo not drawn),0.7%[46.1 µM],-2.6%,-0.1%,-3.9%,6.1,21.7%,2.5%,-0.5%,0.8%,0.1%,-17.0%
CC(=O)N1CCN(C(=O)c2cccc(S(=O)(=O)NCc3ccccc3)c2)CC1,0.8%,1.4%,2.7%,3.6%,24.5,?,2.6%,·,13.6%,-2.5%,-15.1%
Cc1nnc(N/N=C/c2cc([N+](=O)[O-])c(N3CCC(C)CC3)cc2N2CCC(C)CC2)n1N,-2.0%,-3.7%,?,0.9%,32.4,?,-45.6%[inhibitor],-7.3%,-17.7%,-4.3%,1.3%
COc1ccc2c3c([nH]c2c1)[C@H]1C[C@H]2[C@H](C[C@@H](O)[C@H](OC)[C@H]2C(=O)O)CN1CC3,7.1%,-2.9%,161.3%[activator],0.3%,-0.1,-3.9%,·,-6.0%,12.9%,-1.8%,-0.5%
Cc1cc(-n2c(C)cc(C(=O)CN3C(=O)NC4(CCCC4)C3=O)c2C)no1,·,1.3%,3.8%,-3.6%,0.2,?,-4.2%,0.1%,12.6%,-2.5%,0.4%
